From PubChem
Wnt bcat act: activates Wnt/beta-catenin signaling in a reporter cell assay. AID 743398. activator, plate reader. activation, % at 9.35 µM. 1.2% of 300,000 active; in the data active = activation above about 30%, passing the limit was not always enough;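 also: 0% = neutral control wells and 100% = positive control wells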
DAGLB inhibitor: diacylglycerol lipase beta (human) inhibition; inhibition, % at 5.17 µM; 0.059% of 340,000 active; Q8NCG7; AID 504411; HEK293T DAGLB membrane lysate, EnzChek fluorogenic substrate; in the data active = inhibition above about 34%;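 also: 0% = enzyme with vehicle and 100% = wells lacking enzyme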
Target sequence (Q8NCG7 whole entry, looked up): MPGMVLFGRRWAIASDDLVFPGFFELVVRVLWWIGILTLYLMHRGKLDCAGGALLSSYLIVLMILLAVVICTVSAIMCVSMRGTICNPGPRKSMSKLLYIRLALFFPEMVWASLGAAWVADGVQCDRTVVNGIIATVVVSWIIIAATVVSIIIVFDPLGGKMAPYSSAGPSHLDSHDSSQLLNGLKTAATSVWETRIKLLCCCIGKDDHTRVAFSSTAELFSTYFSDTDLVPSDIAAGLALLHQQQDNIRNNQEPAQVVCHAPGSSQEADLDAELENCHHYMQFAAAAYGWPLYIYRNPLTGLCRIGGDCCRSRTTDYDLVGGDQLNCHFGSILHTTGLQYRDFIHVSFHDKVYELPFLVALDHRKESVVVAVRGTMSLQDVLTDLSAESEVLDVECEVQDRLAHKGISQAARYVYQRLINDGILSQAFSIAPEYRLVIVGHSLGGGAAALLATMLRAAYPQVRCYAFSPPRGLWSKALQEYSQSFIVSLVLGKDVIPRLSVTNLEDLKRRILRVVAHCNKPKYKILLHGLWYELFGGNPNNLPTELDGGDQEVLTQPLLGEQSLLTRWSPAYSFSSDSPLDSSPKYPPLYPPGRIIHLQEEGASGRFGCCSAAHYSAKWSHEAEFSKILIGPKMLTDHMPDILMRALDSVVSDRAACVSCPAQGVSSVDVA
phage Ecoli inh: E. coli growth loss with phage present; growth absorbance; inhibition, % at 11.9 µM; 0.26% of 360,000 active; AID 651602; in the data active = inhibition above about 11%
An asterisk follows results filed as active.

Values in the order – Wnt bcat act, DAGLB inhibitor, phage Ecoli inh
- COc1ncnc2c1ncn2CCCNCc1ccccn1
 : 2, 0, 1.2
- NC(=O)CCC(C(=O)O)N1C(=O)C2C3CCC(C3)C2C1=O (stereo unspecified)
 : 1, 1, 2.5
- O=C(OCc1cn([C@@H]2C[C@H](c3ccccc3)N(C(=O)C3CCCCC3)C[C@H]2O)nn1)c1ccccc1
 : -3, 1, 0.6
- COc1cc(C=C(C#N)c2ccc([N+](=O)[O-])cc2)ccc1O
 : -1, 5, -2.5
- O=C(COC(=O)Cc1c[nH]c2ccccc12)Nc1ccc(Cl)cc1
 : -6, -2, 3.4
- CC(=O)c1ccccc1C(=O)N1CCC(CCC(=O)NCc2ccc(F)cc2)CC1
 : -1, -3, 2.2
- CCCCCCn1c(=O)n2n(c1=O)C[C@]1(OC(=O)NCc3ccccc3)CN(S(=O)(=O)c3ccc(C)cc3)C[C@]1(O)C2
 : -2, 1, 1.5
- COc1ccccc1CN1CC(C(=O)N(C)CCc2ccccn2)CCC1=O (stereo unspecified)
 : -1, 0, -1.6
- COc1ccccc1C#Cc1cnc2c(c1)C(=O)N([C@H](C)CO)C[C@H](C)[C@@H](CN(C)S(=O)(=O)c1cn(C)cn1)O2
 : -1, -2, 3.7
- COc1ccc(C2CC(=O)Nc3cc(OC)c(OC)cc32)cc1 (stereo unspecified)
 : 6, 0, -1.6
- C[C@H](CO)N1C[C@H](C)[C@@H](CN(C)C(=O)Nc2cc(F)ccc2F)Oc2ncc(-c3cccc(F)c3)cc2C1=O
 : -2, 2, 0.4
- CCCN(C(=O)CSc1nnc(-c2ccc3c(c2)OCO3)o1)C1CCS(=O)(=O)C1 (stereo unspecified)
 : -2, 1, 3.1
- O=S(=O)(c1ccc(SCc2c(F)cccc2Cl)nc1)N1CCCC1
 : -2, -8, 2.9
- Cc1noc(C)c1S(=O)(=O)N(C)C[C@H]1OCc2cn(nn2)CCCC(=O)N([C@@H](C)CO)C[C@@H]1C
 : -4, 2, 4.1
- O=C(C[C@H]1C(=O)N(C2CCCCC2)C[C@@H]1c1ccccc1)Nc1ccc(Br)cc1
 : -3, 0, -1.8

Part of the list above, field by field:
> COc1ncnc2c1ncn2CCCNCc1ccccn1
  Wnt bcat act: 2	DAGLB inhibitor: 0	phage Ecoli inh: 1.2

> NC(=O)CCC(C(=O)O)N1C(=O)C2C3CCC(C3)C2C1=O (stereo unspecified)
  Wnt bcat act: 1	DAGLB inhibitor: 1	phage Ecoli inh: 2.5

> O=C(OCc1cn([C@@H]2C[C@H](c3ccccc3)N(C(=O)C3CCCCC3)C[C@H]2O)nn1)c1ccccc1
  Wnt bcat act: -3	DAGLB inhibitor: 1	phage Ecoli inh: 0.6

> COc1cc(C=C(C#N)c2ccc([N+](=O)[O-])cc2)ccc1O
  Wnt bcat act: -1	DAGLB inhibitor: 5	phage Ecoli inh: -2.5

Continuation.
Values in the order – Wnt bcat act, DAGLB inhibitor, phage Ecoli inh
- C(=Nn1cnnc1)c1ccc2c(c1)CCC2
 : -2, 0, 2.3
- CC1CCCN(S(=O)(=O)c2ccc3c(c2)OCCO3)C1 (stereo unspecified)
 : -1, -3, 0.8
- CC(C)CC1C(=O)N(Cc2cn(Cc3ccco3)nn2)CCS(=O)(=O)N1Cc1ccc(-c2ccc(F)nc2)cc1 (stereo unspecified)
 : -1, -2, 2.6
- Cc1onc(-c2ccccc2)c1-c1nnc(COC(=O)c2ccc(F)cc2)o1
 : 1, -7, 0.8
- Nc1nc(-c2ccccc2)c(CC(=O)O)s1
 : 2, -9, 1.6
- C[C@@H]1CCCCO[C@H](CN(C)C(=O)Nc2ccccc2)[C@@H](C)CN([C@H](C)CO)C(=O)c2cc(NS(=O)(=O)c3cn(C)cn3)ccc2O1
 : -2, -2, 3.8
- Cc1cc(Nc2ccc(C)c(C)c2)n2ncnc2n1
 : -2, -2, 1.2
- COCC(=O)N(C)C[C@@H]1Oc2cc(-c3ccc(F)cc3)ccc2S(=O)(=O)N([C@H](C)CO)C[C@H]1C
 : -1, 6, -0.8
- CCCCCCn1c(=O)n2n(c1=O)[C@@H]1CN(S(=O)(=O)c3ccc(C)cc3)C[C@]1(O)[C@@H](OC(=O)NCc1ccco1)C2
 : -1, 0, 0.4
- CCCCN(C)CCCNC(=O)Cn1cc2c(n1)-c1c(oc(C(=O)N3CCCC3)c1C)CC2
 : -4, -2, 3.3
- CCOC(=O)CCCCCC(=O)Nc1ccc2c(c1)C(=O)N([C@@H](C)CO)C[C@H](C)[C@H](CN(C)C(=O)c1ccccc1)OCCCC[C@H](C)O2
 : -2, 1, 4.3
- CN(CCN1CCOCC1)C(=O)C1CCC(=O)N(Cc2ccc(Cl)cc2)C1 (stereo unspecified)
 : -1, -1, 0.9
- Cc1ccsc1C(=O)NCC(c1cccs1)N1CCOCC1 (stereo unspecified)
 : -2, -2, 2.8
- O=C(COC(=O)c1cc(S(=O)(=O)N2CCOCC2)ccc1Cl)NC1CCCCC1
 : 1, -4, 2.4
- N#Cc1ccc(NC(=O)COC(=O)C2CCC2)cc1
 : -8, -2, 1.6
- O=C(COC(=O)COc1ccc(Cl)cc1)Nc1cccnc1Cl
 : -1, -1, 5.0
- O=C(COC(=O)c1cccnc1Cl)Nc1ccc(N2CCOCC2)cc1
 : -5, 3, 3.0
- COc1ccc([C@H]2C[C@H](O)[C@@H](n3cc(C4CC4)nn3)CN2C(=O)C2CCCCC2)cc1
 : -2, -1, -0.2
- C[C@@H]1CN([C@@H](C)CO)C(=O)c2cc(Br)cnc2O[C@H]1CN(C)C(=O)NC1CCCC1
 : -1, -2, 1.9
- C[C@@H]1CN([C@@H](C)CO)C(=O)CCCn2cc(nn2)CO[C@H]1CN(C)S(=O)(=O)c1ccccc1C#N
 : -2, -3, 1.8
- Cc1cc(Nc2ccccc2C(=O)O)n2ncnc2n1
 : -2, -4, 3.8
- CC1(C)C(=Cc2ccccc2)C(=O)c2ccccc21
 : 1, -7, 3.0
- COc1cccc(CNC[C@H]2O[C@@H](n3ccc(N)nc3=O)[C@H](O)[C@@H]2O)c1OCc1ccc(F)cc1Cl
 : -1, -3, 3.4
- COc1ccccc1CC1CC(=O)N(c2ccc([N+](=O)[O-])cc2)C1=O (stereo unspecified)
 : -1, -5, 2.8
- C[C@H](O)[C@@H]1C(=O)N2CCc3c([nH]c4ccccc34)[C@@H]2C[C@@H]1N(C)Cc1ccc2c(c1)OCO2
 : 0, 1, 0.2
- O=C1c2sccc2-c2cccc3cccc1c23
 : -2, -8, 1.5
- c1ccc2c(c1)COc1c3ncccc3nn1-2
 : 7, -1, 1.0
- CN1OC[C@@H]2CN[C@H](c3cccc(N4CCOCC4)c3)C[C@@H]21
 : -1, 2, 2.6
- CCN(c1ccccc1)S(=O)(=O)c1cccc(C(=O)Nc2cccc(C)n2)c1
 : -2, -2, 2.3
- Cc1c(NS(=O)(=O)c2cc(C(=O)OCC(=O)c3ccccc3F)ccc2Cl)c(=O)n(-c2ccccc2)n1C
 : 0, -1, 3.9
- O=C1NC(Cc2ccccc2)c2nc3cc(F)ccc3c(=O)n2-c2ncccc21 (stereo unspecified)
 : -2, -1, 1.9
- CN(CC(=O)Nc1ccc(Cl)cc1)CC(=O)N1CCc2ccccc21
 : -4, -7, 2.7
- Cc1cccc(CCNC(=O)C2CC(O)CN2C(=O)Nc2ccccc2)c1 (stereo unspecified)
 : 0, 1, 2.2
- COCC#Cc1cnc2c(c1)C(=O)N([C@H](C)CO)C[C@H](C)[C@@H](CN(C)S(=O)(=O)c1ccccc1)O2
 : -2, 1, 2.0
- COc1cc2ccc(C(C)=O)c(O)c2cc1OC
 : 10, -3, 1.6
- Cc1ccc([C@H]2C[C@@H](O)[C@H](n3cc(C4CC4)nn3)CN2C(=O)c2cccs2)cc1
 : -1, 0, 0.1
- Cc1cccc(-c2nc(NCCN(C)C)c3ccccc3n2)c1
 : -1, 1, 5.1
- CC(C)COC(=O)N(C)C[C@H]1OCc2cnnn2CCCC(=O)N([C@H](C)CO)C[C@@H]1C
 : -1, -3, 3.8
- Cc1cccc(NC(=O)c2nc[nH]c2C(=O)NC[C@H](C)O)c1
 : -1, 1, 4.0
- COc1ccc([C@H]2C[C@@H](n3cc(COC(=O)c4ccccc4)nn3)[C@H](O)CN2Cc2cccs2)cc1
 : 0, -2, 1.0
- C#CCN(C[C@@H]1[C@@H](OC(=O)NCCCCCC)[C@@H](OC(=O)NCCCCCC)Cn2c(=O)n(CCCCCC)c(=O)n21)S(=O)(=O)c1ccc(C)cc1
 : -2, -41, 1.0
- Cc1c(-c2ccc(OCCN3CCCCC3)cc2)c(=O)oc2ccc3ccccc3c12
 : -1, 0, 0.7
- C[C@@H]1CN([C@H](C)CO)C(=O)CCCn2nncc2CO[C@H]1CN(C)Cc1ccccc1
 : -2, -1, 2.5
- COc1ccc(NC(=O)O[C@@H](C)[C@@H]2CN3CCc4c([nH]c5ccc(-c6ccc(OC)cc6)cc45)[C@@H]3C[C@@H]2N(C)C(=O)Nc2ccc(OC)cc2)cc1
 : -4, -4, 4.9
- Cc1cn([C@H]2C[C@H](O)[C@@H](CNCc3ccc(F)c(N4CCOCC4)c3)O2)c(=O)[nH]c1=O
 : -1, 1, 4.1
- Cc1c(Cl)cnc(NC(=O)COC(=O)c2cccc(S(=O)(=O)N3CCOCC3)c2)c1Cl
 : -3, 0, 6.3
- NC(CSC1(c2ccc(F)cc2)c2ccccc2-c2ccccc21)C(=O)O (stereo unspecified)
 : -4, -8, 2.9
- CCCCn1c(SCC(=O)NC2CC2)nc2cc(C(=O)OC)ccc2c1=O
 : -1, -1, 2.9
- Cc1nccn1CCC(=O)NC1CCCc2c1cnn2-c1ccc(C(C)(C)C)cc1 (stereo unspecified)
 : -6, 0, -1.0
- CC(C)(CNC(=O)c1cccc(S(=O)(=O)N2CCCCC2)c1)N1CCOCC1
 : 119*, -9, 1.9
- N#Cc1ccccc1C[C@H](N)C(=O)NC[C@H]1O[C@@H](n2ccc(N)nc2=O)[C@H](O)[C@@H]1O
 : 0, -4, 0.9
- O=C(COC(=O)/C=C/c1ccc(Cl)cc1Cl)Nc1cccc(S(=O)(=O)NC2=NCCC2)c1
 : -3, -3, 1.9
- CCN1C(=O)[C@H]2[C@@H](c3ccc(OC)cc3)N[C@]3(CCCN(CC4CCCCC4)C3=O)[C@H]2C1=O
 : -2, -1, 3.8
- C[C@H]1CN([C@@H](C)CO)S(=O)(=O)c2ccc(Br)cc2O[C@H]1CN(C)Cc1ccccc1
 : -2, -8, 1.4
- Cc1ccc(NC(=C(C#N)C#N)c2ccccc2)cc1
 : -1, 1, -0.9
- CCCCCC(=O)N1C[C@H](n2cc(C3CC3)nn2)[C@@H](O)C[C@@H]1c1ccc(Cl)cc1
 : -3, -1, 0.9
- C[C@@H]1CN([C@@H](C)CO)C(=O)CCCn2nncc2CO[C@H]1CN(C)Cc1ccc2cccnc2c1
 : -2, -2, 2.2
- COc1cc2c(cc1OC)C(CNC(=O)C=Cc1ccccc1)C2 (stereo unspecified)
 : 0, -2, 0.9
- CCCCCC(=O)N1C[C@H](n2cc(C3CC3)nn2)[C@@H](O)C[C@@H]1c1ccccc1
 : -3, -2, 3.0
- Cc1ccc([C@H]2C[C@@H](O)[C@H](n3cc(COC(=O)c4ccccc4)nn3)CN2Cc2cccs2)cc1
 : -2, -4, 0.2

Going on with the list.
Values in the order – Wnt bcat act, DAGLB inhibitor, phage Ecoli inh
- C[C@H]1CN([C@@H](C)CO)C(=O)CCCn2nncc2CO[C@H]1CN(C)S(=O)(=O)c1ccccc1
 : -1, 1, 3.6
- COc1ccccc1NC(=O)N(C)C[C@@H]1OCc2cnnn2CCCC(=O)N([C@@H](C)CO)C[C@H]1C
 : 1, 0, -1.0
- C[C@H]1C(=O)N(C)CCN1C(=O)c1ccc(OC2CCN(CCc3ccccc3)CC2)cc1
 : 3, 1, 1.6
- O=S(=O)(Nc1ccc(-c2cn3c(n2)SCC3)cc1)c1cc(F)ccc1F
 : -2, 1, 0.3
- CSC[C@H]1CN(CCc2ccccc2)C(=O)[C@@H]1CC(=O)Nc1ccc(Br)cc1
 : -2, -9, 2.2
- CC(C)C1C(=O)N(Cc2cn(CC3CCCCC3)nn2)CCS(=O)(=O)N1Cc1ccc(-c2ccc(F)nc2)cc1 (stereo unspecified)
 : -3, -1, 0.8
- Cc1cc(C)nc(NS(=O)(=O)c2ccc(NC(=O)c3ccccc3Br)cc2)n1
 : -1, -1, 0.9
- CCCc1c(C(=O)N/N=C/c2ccc(OCc3ccccc3)cc2)nnn1-c1nonc1N
 : -1, -3, -0.3
- COc1ccccc1NC(=O)N(C)C[C@@H]1OCc2cn(nn2)CCCC(=O)N([C@@H](C)CO)C[C@H]1C
 : -1, 2, 2.4
- Nc1ncnc(N)c1NC(=O)c1cc(Cl)c(OCc2ccccc2)c(Cl)c1
 : 0, 2, 2.1
- COc1ccccc1OCCSc1nc2ccccc2n1CC(=O)O
 : -1, 0, 2.3
- Cc1ccc(CNC(=O)c2ccc(S(=O)(=O)N3CCCCCC3)cc2)cc1
 : -1, -3, 1.8
- C[C@H](CO)N1C[C@H](C)[C@H](CN(C)C(=O)Nc2ccc(F)cc2)OCc2cnnn2CCCC1=O
 : -2, -4, 1.7
- Cc1ccc([C@H]2C[C@@H](n3cc(-c4ccc(F)cc4)nn3)[C@H](O)CN2C(=O)c2cccs2)cc1
 : 0, -4, 3.4

This is a subset; the hit share may differ from the screen's.
